ERG-DNA inh = inhibitors of human ERG Ets domain-DNA interaction; AID 624246; Potency, µM (doses to about 76.9 µM), without a hit: top-dose FP activity, negative = inhibition, hits mostly inhibitors; P11308; 370,000 compounds, 0.028% hits; fluorescence polarization, His-ERG Ets domain / labelled DNA; active = well fitted inhibition curve with a large enough effect in the polarisation, with a control signal flat; inconclusive = small, poorly fitted or top-dose-only effect, or effect the other way, or a change in a side signal; inactive = no such curve, though single readings can be large or run the other way; the % refers to the polarisation;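 also: polarization taken with two DNA probes labelled with fluorescein and Texas red; potency is read from the fitted curve at half-maximal effect; % of control where 0% means no effect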
Target sequence (P11308 whole entry, looked up, the tested form may be a part): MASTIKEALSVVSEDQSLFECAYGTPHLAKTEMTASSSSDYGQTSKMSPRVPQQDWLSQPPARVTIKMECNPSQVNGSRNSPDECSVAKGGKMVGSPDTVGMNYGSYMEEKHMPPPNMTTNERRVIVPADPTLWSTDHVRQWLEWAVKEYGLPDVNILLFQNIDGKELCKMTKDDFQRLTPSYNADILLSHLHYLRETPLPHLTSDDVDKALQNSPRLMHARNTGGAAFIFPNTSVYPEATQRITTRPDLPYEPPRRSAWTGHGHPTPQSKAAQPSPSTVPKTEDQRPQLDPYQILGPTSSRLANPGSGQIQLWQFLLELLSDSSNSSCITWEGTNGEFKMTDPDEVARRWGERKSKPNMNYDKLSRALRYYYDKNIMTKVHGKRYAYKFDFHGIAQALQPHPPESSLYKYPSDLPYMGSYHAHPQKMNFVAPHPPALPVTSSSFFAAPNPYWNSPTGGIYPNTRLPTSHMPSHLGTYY
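His-tagged ERG Ets domain (1 uM in the protein solution; 300mM KCl, 50mM Tris-HCl, 1mM EDTA, 1mM DTT, pH 7.5) received compound, then a probe mix of 5 nM fluorescein-DNA and 100nM Texas-615-DNA. Fluorescence polarization was read for both dyes.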
Vif-APOBEC3G blk = Vif-A3G binding inhibition; Q9HC16; HeLa A3G-eYFP + Vif (tagged APOBEC3G with the HIV-1 protein that degrades it), YFP fluorescence, overnight; Potency, µM (top dose mostly 46.1 µM), for inactives: at the highest dose activity, negative = active, most hits filed as inhibitors; 410,000 compounds, 0.076% hits;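 also: potency is read from the fitted curve at half-maximal effect; % is scaled to controls: 0 for no effect and ±100 for the full control effect; nearly all actives have a fitted effect of over 60% in size; hits raise eYFP signal because A3G escapes Vif-driven loss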
Target sequence (Q9HC16 whole entry, looked up): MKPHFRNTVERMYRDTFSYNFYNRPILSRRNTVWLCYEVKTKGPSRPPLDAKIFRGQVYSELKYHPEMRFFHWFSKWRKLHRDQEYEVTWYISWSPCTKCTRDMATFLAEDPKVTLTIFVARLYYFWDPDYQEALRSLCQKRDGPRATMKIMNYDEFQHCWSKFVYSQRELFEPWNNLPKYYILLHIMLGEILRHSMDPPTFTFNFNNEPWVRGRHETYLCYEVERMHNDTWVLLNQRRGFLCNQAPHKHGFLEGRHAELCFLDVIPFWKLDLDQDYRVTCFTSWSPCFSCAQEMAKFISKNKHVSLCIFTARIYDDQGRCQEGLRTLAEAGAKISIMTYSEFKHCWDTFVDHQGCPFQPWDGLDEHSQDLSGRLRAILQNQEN
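HeLa cells stably expressing Vif and C-terminally eYFP-tagged A3G, seeded overnight at 37 deg C, then exposed to compound by pintool overnight at 37 deg C. Rise in yellow fluorescence (Ex 488/Em 500-530, Acumen) marks blocked Vif-driven A3G degradation.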
D2 ag = activates the human D2 dopamine receptor; P14416; HEK293 T-REx D2 cells, calcium flux agonist mode; 340,000 compounds, 0.53% hits; activation, % at 2 µM; AID 485358;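 active = activation over 3 SD above normal in the single-dose calcium agonist read, cut at about 30% in these data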; also: 0% is about no effect
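Tetracycline-induced HEK293 Trex cells with D2 receptor force-coupled to calcium signaling, plated overnight at 30 C and loaded with no-wash calcium dye. Calcium flux read kinetically for 180 s after compound addition; responses flag agonists.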
Vif-APOBEC3F blk = inhibitors of Vif-A3F interaction. 390,000 compounds, 0.2% hits. HeLa A3F-eYFP + Vif (tagged APOBEC3F with the HIV-1 protein that degrades it), YFP fluorescence increase. Potency, µM (series often up to 46.1 µM), without a hit: top-dose activity, negative = active; also: potency is read from the fitted curve at half-maximal effect; % of control where 0% means no effect; nearly all actives have a fitted effect of over 65% in size
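HeLa cells stably expressing Vif plus C-terminally eYFP-tagged A3F were seeded, incubated overnight at 37 deg C, dosed with compound, incubated overnight again at 37 deg C. Yellow fluorescence (Ex 488/Em 500-530) reported blocked Vif-mediated A3F-eYFP degradation.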
RGS4 inhibitor = inhibitors of human regulator of G protein signaling 4. 390,000 compounds, 0.039% hits. Potency, µM (top dose mostly 114 µM), for inactives: at the top dose activity change, negative = inhibition, hits mostly inhibitors. P49798. Transcreener GDP fluorescence polarization, RGS4-accelerated GTP hydrolysis; also: potency is read from the fitted curve at half-maximal effect; % is scaled to controls: 0 for no effect and ±100 for the full control effect; nearly all actives have a fitted effect of over 75% in size; some results filed as inactive show a strong effect at the top dose
Target sequence (P49798 whole entry, looked up): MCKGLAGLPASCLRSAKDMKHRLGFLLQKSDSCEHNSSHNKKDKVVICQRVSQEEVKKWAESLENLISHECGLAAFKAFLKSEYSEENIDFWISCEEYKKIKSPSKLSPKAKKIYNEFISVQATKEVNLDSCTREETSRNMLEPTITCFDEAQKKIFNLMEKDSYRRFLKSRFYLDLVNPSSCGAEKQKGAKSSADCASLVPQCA
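MLSMR compounds (23 nl, pin-transferred) preincubated 10 min at room temperature with a 500nM (2x) first reagent, then RGS4 at 900nM (2x) plus Transcreener GDP mix added; fluorescence polarization (620/688 nm) read before and after 90 min at 30 °C.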
12-LOX inh = inhibitors of human 12S-lipoxygenase ALOX12; P18054; purified 12hLO, xylenol orange hydroperoxide absorbance; Potency, µM (highest dose often 108 µM), inactives show top-dose activity change, negative = inhibition, actives largely listed as inhibitors; 580,000 compounds, 1.1% hits; AID 1671190; also: potency is read from the fitted curve at half-maximal effect; % is scaled to controls: 0 for no effect and ±100 for the full control effect
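Purified human 12hLO (150 nM final) in 25 mM Hepes, 0.01% Triton X-100, pH 7.0 was preincubated 15 min at room temperature with compound. Then 40 uM arachidonic acid was added, 30 min. Hydroperoxide was read by Fe-XO absorbance ratio 573/405 nm.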
LDHA block = blocks human lactate dehydrogenase A; purified LDHA, NADH/diaphorase-resazurin fluorescence; active compounds read low; 480,000 compounds, 0.15% hits; activity change, % (values are at about 110 or 230 µM); P00338; in the data active = activity change below about -30%; inconclusive = mostly about -25% to -30%;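 also: plate controls were DMSO wells for no effect and wells without enzyme for full effect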
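Enzyme activity of human lactate dehydrogenase 5 (2 nM; 0.06 mM NADH, 0.2 mM pyruvate, 5 min, RT) is measured via a resazurin/diaphorase fluorescence readout of residual NADH.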
D2 antagonist = D2 dopamine receptor (human) antagonism; P14416; HEK293 TREx D2 cells, calcium flux, dopamine EC80; inhibition, % at 10 µM; 340,000 compounds, 2% hits; in the data active = inhibition above about 30%; also: 0% is about no effect
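Antagonism is scored as inhibition of an EC80 dopamine-evoked calcium signal in a force-coupled, tetracycline-inducible HEK293 T-REx D2 line, with compound present 180 s before agonist.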
GRP78 ERSR act = inducers of ER stress response in human glioma cells; AID 602332; U87-MG GRP78 promoter luciferase reporter, 16 h; Potency, µM, for the others: top-dose activation, hits mostly activators; 420,000 compounds, 0.02% hits; also: potency is read from the fitted curve at half-maximal effect; series mostly up to about 76 µM; % of control where 0% means no effect; nearly all actives have a fitted effect of over 35% in size
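Stably transfected U87-MG human glioma cells carrying a GRP78-based luminescent sensor were seeded at 1000 cells/well, pin-dosed with compounds and incubated 16 h. Luciferase reagent was then added, and end-point luminescence was read after 10 min at room temperature.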
Starred values were filed as active, the others as inactive; ? = inconclusive; / = not tested or not shown; & = joins results of further samples; [ ] = dose if it differs, or a comment. Unless noted, calls follow the shape of the dose curve; as a rule, active = well fitted curve in the direction sought with a large enough effect; inconclusive = small, poorly fitted or top-dose-only effect, or another doubt; inactive = no such curve, though single readings can be large; an effect the other way counts as inactive or inconclusive. Some of the compounds tested (hit frequency here may not be typical).

SMILES	ERG-DNA inh	Vif-APOBEC3G blk	D2 ag	Vif-APOBEC3F blk	RGS4 inhibitor	12-LOX inh	LDHA block	D2 antagonist	GRP78 ERSR act
O=C(COC(=O)Cc1ccccc1F)NNC(=O)c1ccc([N+](=O)[O-])cc1	19.6%	-0.1%	0.5	9.6%	5.0%	-1.2%	-0.9	9.0	-1.7%
O=C(NC(=O)c1ccc(F)cc1)Nc1ccc(-c2cc(C(F)(F)F)nn2-c2ccccc2)cc1	2.8%	/	-1.3	/	-10.9%	-4.0%	1.7	/	/
Cc1cc(C)c(/C=C/c2onc(C)c2S(=O)(=O)N2CCC(C(=O)N3CCN(c4ccc(Cl)cc4)CC3)CC2)c(C)c1	-5.4%	-0.1%	0.5	0.6%	-30.2%	?	1.5	/	-2.3%
O=C(NC1C2CC3CC(C2)CC1C3)c1ccc(N2CCNCC2)c([N+](=O)[O-])c1 (stereo not given)	-0.3%	0.5%	1.0	-19.1%	-7.8%	0.0%	-10.2	6.3	-7.9%
O=C(C1CCN(S(=O)(=O)c2cccc3nsnc23)CC1)N1CCN(c2ccccc2F)CC1	2.4%	-0.3%	/	0.7%	-16.1%	0.0%[57.4 µM]	-3.7	/	-6.7%
COc1ccc(/C(C)=N/OCC(=O)N=Nc2c(O)[nH]c3ccccc23)cc1	3.6%	0.4%	0.7	-15.0%	3.6%	-14.2%	-8.8	-6.7	-5.0%
Cc1ccc(NC(=O)c2cc(-c3ccco3)nc3ccccc23)cc1S(=O)(=O)N1CCOCC1	12.3%	-9.3%	/	-5.1%	-13.1%	-9.1%	-4.2	/	-3.6%
CC(CCc1ccccc1)NC(=O)Cn1c(=O)nc(-c2ccccc2)c2cc(Cl)ccc21 (stereo not given)	-5.4%	-2.1%	-2.6	-2.0%	-10.0%	-21.1%	-9.3	/	-1.3%
CN(Cc1ccco1)S(=O)(=O)c1csc(C(N)=O)c1	-3.8%	-6.3%	-0.5	2.1%	-20.8%	-0.1%	-2.2	-16.9	-4.1%
CSc1nc(C)c2c(c1C#N)CCCC2	-5.5%	-0.6%	-1.6	1.8%	-8.7%	2.6%	-2.7	8.1	-1.8%
Cc1cc(N2CCN(C)CC2)nc2ccc(NC(=O)CCC(=O)NCCC(C)C)cc12	-2.7%	-0.7%	/	-0.3%	-8.9%	-2.2%	-9.2	/	4.1%
CCCCNC(=O)CSc1nc2ccccc2c(=O)n1CCNC(C)=O	-6.0%	-0.6%	0.4	-4.1%	2.0%	0.0%	0.0	3.5	-4.6%
O=C(CN1CCCCC1)N/N=C/c1cccc(Cl)c1	-18.8%	-1.7%	4.8	-1.2%	-3.6%	-13.3%	-3.2	-14.0	-2.1%
CCOc1cc(/C=N/NC(=O)CN2CCOCC2)ccc1OCc1ccc(Cl)cc1	-6.5%	0.6%	0.6	0.1%	27.5%	-3.7%	-2.5	-10.1	-3.3%
CC1CCCC(C)N1C(=O)COC(=O)CCC1CCCC1 (stereo not given)	3.1%	-3.1%	0.3	6.4%	2.0%	19.1%	-10.5	10.0	-2.8%
CCC(CC)C(=O)N(c1ccc(F)cc1)C1C=CS(=O)(=O)C1 (stereo not given)	/	1.2%	0.8	-2.6%	10.2%	-8.6%	-5.8	72.6*	-3.2%
C[C@H]1CN([C@@H](C)CO)C(=O)CCCn2cc(nn2)CO[C@@H]1CN(C)C(=O)Nc1ccnc(N2CCOCC2)c1	/	2.1%	/	-0.9%	/	0.0%	-4.1	/	-3.3%
COc1ccc(S(=O)(=O)Nc2ccccc2C(=O)NCc2cccnc2)cc1	7.6%	-13.4%	0.6	-25.1%	-22.0%	-3.3%	-1.6	6.1	-1.6%
Cc1cc(=O)[nH]c(SCC(=O)Nc2ccc(C(=O)O)cc2)n1	/	-0.8%	-0.7	1.6%	-3.3%	3.8%	3.9	5.4	1.2%
COc1ccc2c(CC(=O)N(C)CC3COc4ccccc4O3)coc2c1 (stereo not given)	-9.0%	0.0%	0.3	8.7%	11.4%	?	0.1	-18.3	-1.4%
COc1ccc2c(c1)OC[C@H]1[C@@H]2N2C(=O)[C@@H](C)NC(=O)[C@@]2(C)[C@H]1c1ccccc1	3.2%	1.7%	/	1.7%	12.3%	?	-17.0	/	-3.1%
CSC(=NC#N)N1CCN(C(c2ccccc2)c2ccccc2)CC1	11.7%	0.5%	-2.1	1.4%	12.4%	?	-0.7	-10.8	-2.1%
Cc1ccc(-n2nc3c(N4CCC(C(=O)NCCc5ccccc5C)CC4)nnc(C)c3c2C)cc1	15.1%&4.0%	-0.3%&-10.8%	-2.2&-0.6	3.7%&-11.7%	15.0%&21.1%	2.3%	-15.2&-5.0	8.9	-0.1%&-1.9%
C/C(=N\NC(=O)CN(c1ccccc1Br)S(C)(=O)=O)c1ccc2c(c1)OCCO2	-21.1%	7.1%	/	10.4%	20.9%	0.7%	-8.1	/	-2.2%
C=C(C)Cn1c(SCC(=O)O)nc2c1c(=O)[nH]c(=O)n2C	-9.3%	-0.5%	0.0	6.8%	-22.6%	7.6%[57.4 µM]	-4.6	-2.9	0.4%
(list continues)
SMILES	ERG-DNA inh	Vif-APOBEC3G blk	D2 ag	Vif-APOBEC3F blk	RGS4 inhibitor	12-LOX inh	LDHA block	D2 antagonist	GRP78 ERSR act
Cc1cc(C(=O)OCC(=O)NCc2ccc(Cl)cc2)c(C)o1	5.6%	1.1%	-0.8	-0.5%	-17.6%	-9.7%	-2.3	0.2	-0.2%
CC(=O)Nc1c(-c2ccccc2)c2cc(Br)ccc2[nH]c1=O	-5.4%	-4.7%	0.1	2.9%	1.2%	10.3%	-0.7	-15.0	-4.2%
CCOC(=O)COc1coc(CN2CCN(c3ccc(F)cc3)CC2)cc1=O	1.1%	2.9%	0.7	-1.9%	-20.6%[56.9 µM]	-4.7%	-3.1	4.2	-1.3%
O=C1COc2cc(S(=O)(=O)CCC(=O)N3CCN(c4ccccc4F)CC3)c(Cl)cc2N1	-14.5%	2.3%	2.3	1.0%	21.9%	0.8%	1.2	/	-0.9%
Cc1ccc(N(C)S(=O)(=O)c2ccc3[nH]cc(C(=O)NCCCN4CCOCC4)c(=O)c3c2)cc1C	1.1%	-0.9%	-0.1	1.9%	-10.9%	-20.0%	-14.9	2.6	2.7%
CC(C)C(=O)N1CCN(c2ccc([N+](=O)[O-])c(NC(C)c3ccccc3)c2)CC1 (stereo not given)	-10.3%	0.0%	-0.4	-2.2%	1.3%	-5.1%	1.5	10.2	-4.2%
CCc1cccc(C)c1NC(=O)C(NS(=O)(=O)c1ccc2c(c1)CCC(=O)N2)c1ccccc1 (stereo not given)	2.8%	-3.1%	-0.3	-2.6%	-6.7%	-31.0%	-6.1	/	-3.0%
CN1CCN(Cc2cccc3ncccc23)CC1CCO (stereo not given)	-1.1%	-2.0%	0.0	0.1%	8.5%	11.1%	-8.3	-6.9	-1.9%
COc1cccc(/C=N/NC(=O)c2cc(-c3cccn3C)n[nH]2)c1O	4.4%	-26.4%	-1.6	1.4%	?	-24.4%	4.9	-15.4	-1.4%
O=C(NCCCN1CCCCC1)c1ccc2c(c1)NC(=O)C(N1CCCCC1)S2 (stereo not given)	1.3%	0.7%	-0.4	-7.6%	8.4%	5.2%	-9.4	46.9*	-5.1%
Cc1nn(CC(=O)NCc2ccco2)c(=O)c2nn(-c3ccccc3)c(C)c12	2.2%	4.0%	0.2	-1.8%	19.8%	-17.3%	-3.0	/	-1.9%
N#CC1=C2SCN(c3ccc(F)cc3)CN2C(=O)CC1c1cccc(F)c1 (stereo not given)	1.0%	0.3%	-0.6	-5.4%	?	6.31µM*	10.0	16.5	1.8%
COCCNC(=O)C1(C)CCCN(C(=O)c2ccc3ccccc3c2)C1 (stereo not given)	/	-2.5%	/	/	/	-10.8%	-2.1	/	1.2%
CCc1nn(C(CC)C(=O)NCc2ccc(OC)c(OC)c2)c(=O)c2cc3oc(C)cc3n12 (stereo not given)	-9.1%	8.7%	1.6	10.1%	0.0%	?	-0.4	/	0.1%
Cc1cc(C(O)c2ncc(-c3ccc(Cl)cc3)[nH]2)ccc1F (stereo not given)	/	-2.0%	/	/	/	-42.0%	-5.8	/	-1.0%
Cc1nc2nc(C)c(NS(=O)(=O)c3cccs3)c(=O)n2[nH]1	-12.0%	-3.0%	-2.7	-19.7%	-17.3%	-21.5%	-3.1	20.3	-2.0%
NC(=O)c1cc(NC(=O)c2ccc(NS(=O)(=O)c3cccs3)cc2)cc(C(N)=O)c1	3.7%	2.1%	/	1.1%	-32.0%	10.2%	-15.0	/	-4.7%
Cn1c2c(c(=O)n(C)c1=O)C(NS(=O)(=O)c1ccccc1)(C(F)(F)F)C(=O)N2 (stereo not given)	-1.6%	2.2%	0.5	-2.6%	20.9%	9.0%	-2.6	-4.9	-0.9%
C/C(=N\N1CCN(C)CC1)c1ccc(OC(F)F)cc1	-5.0%	1.9%	2.0	-12.7%	27.4%	-11.6%	-7.2	10.2	-2.2%
Cc1c(C(=O)c2ccccc2)c2ccccn2c1CCC#N	9.6%	0.1%	-0.8	-6.1%	33.0%[11.4 µM]	?	11.7&3.7	2.6	-4.0%
COc1cc(/C=C/C(=O)O)cc(S(=O)(=O)NCC2CCCO2)c1OC (stereo not given)	18.2%	1.3%	-0.3	-4.7%	6.5%	-7.3%	0.7	-4.1	-3.5%

High-throughput results (PubChem)
